# NALP1 inh = inhibitors of NALP1 inflammasome in yeast; S. cerevisiae NALP1/ASC/caspase-1 growth, X-gal OD620, 72 h; inhibition, % at 10 µM; actives 0.61% (n = 280,000); in the data active means inhibition mostly above about 24%, no sharp cut-off; inactive means mostly below about 32%; further: some compounds called inactive have numbers as strong as hits
# MEKK2mut PB1 HTS = signal of MEK5 binding to mutant human MEKK2 PB1 domain. bead flow cytometry, Alexa488-MEK5 binding to MEKK2 mutant. percent response, % at 10 µM. actives 0.35% (n = 290,000). AID 1530; in the data active means percent response above about 24%, passing the limit was not always enough; further: inactives centre near 1; some results filed as inactive read as strong as hits; reference of the scale not given here
# OXTR ag = human OXTR agonism. P30559. CHO-OTR cells, Fluo-8 calcium fluorescence; normalized: DMSO 0%, oxytocin 100%. activation, % at 3 µM. actives 0.32% (n = 320,000). AID 2435;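 active means activation above the mean of all tested compounds plus 3 SD, cutoff set per screening run, cut at about 20% in these data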;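 further: peak over basal fluorescence ratio from a 100 s FLIPR kinetic read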
# PHOSPHO1 block = PHOSPHO1 (human) inhibition; Q8TCT1; recombinant PHOSPHO1, absorbance phosphatase assay; inhibition, % at 13.3 µM; actives 1.1% (n = 290,000); AID 1565; in the data active means inhibition above about 60%
# GalR3 antagonist = human GalR3 antagonism. O60755. HEK293 GalR3-CNG cAMP membrane potential fluorescence; galR3 body fused to GalR1 C-terminus. inhibition, % at 3 µM. actives 0.44% (n = 360,000). AID 651719;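 active means inhibition above the screen-wide average plus 3 SD, cut at about 13% in these data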;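 further: forskolin and galanin both at EC90 stimulate the cells; cAMP rise reported by CNG channel membrane potential dye signal; 0% = forskolin plus galanin with DMSO and 100% = forskolin alone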
# Target sequence (O60755 1-299 limits assumed): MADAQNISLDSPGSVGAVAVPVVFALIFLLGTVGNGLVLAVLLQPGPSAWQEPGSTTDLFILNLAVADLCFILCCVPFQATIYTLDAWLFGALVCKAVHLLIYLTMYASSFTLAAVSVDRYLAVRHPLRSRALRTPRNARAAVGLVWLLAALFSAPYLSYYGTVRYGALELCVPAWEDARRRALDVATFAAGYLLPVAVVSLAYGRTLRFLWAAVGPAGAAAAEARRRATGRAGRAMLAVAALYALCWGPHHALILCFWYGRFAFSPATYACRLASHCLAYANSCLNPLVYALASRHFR
# GPR7 antag = human neuropeptides B/W receptor 1 antagonism; GPR7-expressing cells, fluorescence antagonist assay; inhibition, % at 4.4 µM; actives 1.1% (n = 290,000); AID 1861; in the data active means inhibition above about 16%, passing the limit was not always enough;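 further: cells stimulated with the agonist NPW; 0% = agonist with vehicle and 100% = vehicle without agonist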
# MEKK3 PB1 HTS = raises or lowers MEK5 binding to the human MEKK3 PB1 domain. Q99759. bead-based flow cytometry, Alexa488-MEK5 binding to MEKK3; actives lie on both sides; 0 = blocked by unlabeled MEK5, 100 = vehicle. binding response (% of control), % at 10 µM. actives 1.4% (n = 290,000);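 active means binding response more than 3 SD above or below the average of its plate-row segment, actives on both sides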;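 further: Alexa488 bead fluorescence after subtracting the streptavidin-only scavenger bead signal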
# V1aR counter = V1a receptor agonism, counter-screen for OXTR agonists. activation, % at 3 µM. CHO-V1R cells, Fluo-8 calcium fluorescence, agonist mode; 0% DMSO, 100% 3 nM vasopressin. actives 0.25% (n = 320,000);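 active means activation above the mean activation of all tested compounds plus 3 SD, per screening run, cut at about 20% in these data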;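 further: signal is peak over basal fluorescence ratio across a 100 second FLIPR read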
# Target sequence (P37288 whole entry, looked up): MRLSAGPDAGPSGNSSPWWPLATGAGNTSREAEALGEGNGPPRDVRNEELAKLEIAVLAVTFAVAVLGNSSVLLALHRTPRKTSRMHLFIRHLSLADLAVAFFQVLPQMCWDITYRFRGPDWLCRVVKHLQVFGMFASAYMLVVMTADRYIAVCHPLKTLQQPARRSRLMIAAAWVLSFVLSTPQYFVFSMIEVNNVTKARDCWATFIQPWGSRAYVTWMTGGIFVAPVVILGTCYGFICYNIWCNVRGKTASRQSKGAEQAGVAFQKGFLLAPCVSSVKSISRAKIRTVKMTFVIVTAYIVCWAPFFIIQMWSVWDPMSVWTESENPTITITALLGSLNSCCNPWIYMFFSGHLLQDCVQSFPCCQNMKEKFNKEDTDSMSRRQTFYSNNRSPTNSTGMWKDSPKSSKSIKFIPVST
# MEKK2wt PB1 HTS = raises or lowers MEK5 binding to wildtype human MEKK2 PB1 domain; Q9Y2U5; bead flow cytometry, Alexa488-MEK5 binding to MEKK2 WT; actives lie on both sides; binding response (% of control), % at 10 µM; actives 1.1% (n = 290,000); AID 1531; in the data active means binding response below about 67% or above about 130%
# Numbers without * were called inactive; . = no result given.
SMILES | NALP1 inh | MEKK2mut PB1 HTS | OXTR ag | PHOSPHO1 block | GalR3 antagonist | GPR7 antag | MEKK3 PB1 HTS | V1aR counter | MEKK2wt PB1 HTS
COC(=O)Cn1c(C)c(/C=C/c2cc[n+](C)cc2)c2ccccc21 | 16 | 6 | . | 24 | -7 | -13 | 105 | . | 113
CC1=CC(=C(C#N)c2nc3ccccc3s2)C=C(C)N1CC1CCCO1 (configuration not stated) | 3 | -3 | 1.7 | 20 | -4 | -1 | 100 | 0.2 | 91
Cc1c(NC(=O)CSc2nnc(-c3cccc(Cl)c3)o2)c(=O)n(-c2ccccc2)n1C | 37 | 9 | 0.4 | -3 | 5 | -7 | 96 | -0.8 | 100
COc1ccc(-c2cc(C(=O)N3CCN(c4ccccc4O)CC3)c3ccccc3n2)cc1OC | 12 | 4 | -1.5 | 24 | -1 | -22 | 99 | 0.2 | 103
COc1cc(-c2n[nH]c(=S)n2-c2cc(C(F)(F)F)ccc2Cl)cc(OC)c1OC | . | 0 | -1.5 | -12 | 1 | -9 | 144* | 1.7 | 108
Cc1cccc(C)c1N(CC(=O)NCc1ccco1)C(=O)CNS(=O)(=O)c1ccc(F)cc1 | -7 | 4 | -0.1 | 37 | -8 | -3 | 101 | 1.0 | 100
COc1ccc(CNC(=O)C2CCCN(S(=O)(=O)N3CC(C)CC(C)C3)C2)c(OC)c1 (configuration not stated) | 23 | -3 | -2.2 | 7 | -8 | 4 | 98 | -1.1 | 100
CC(C)N(CCNC(=O)C1CCC(=O)N1Cc1ccc(F)cc1)Cc1ccccc1 (configuration not stated) | 0 | 12 | -0.1 | -3 | -3 | 5 | 103 | 1.5 | 100
O=C(CN(Cc1ccccc1Cl)C(=O)c1csnn1)NCc1ccccc1 | 5 | 4 | -1.4 | 30 | -9 | -8 | 103 | 1.1 | 100
CCc1nnc(NS(=O)(=O)c2ccc(NC(=O)Nc3ccc(OC)cc3)cc2)s1 | 14 | 1 | -0.2 | . | -8 | -1 | 101 | 0.3 | 102
COc1ccc(OCC(N)=O)cc1 | 39* | -23 | 0.7 | 31 | -2 | -7 | 71 | 1.6 | 79
Cn1cc(C(=O)N2CCN(c3ccccc3)CC2)c(=O)c2cc(S(=O)(=O)N3CCOCC3)ccc21 | -3 | 0 | 1.4 | 28 | 0 | -2 | 99 | 1.2 | 99
COc1cc(CNCC(C)C)cc(Br)c1OCC(=O)Nc1ccccc1 | 14 | 5 | 6.0 | -4 | -6 | 18* | 107 | 1.5 | 115
Cc1oc(-c2ccccc2)nc1Cn1cccc1C1=NC(c2ccccc2)CO1 (configuration not stated) | -16 | 9 | -1.0 | 18 | -1 | 5 | 112 | 1.6 | 113
Cc1ccc2c(n1)sc1c(N)ncnc12 | 11 | -3 | -0.7 | 11 | 9 | -11 | 93 | 0.1 | 95
Cc1nn(-c2ncc(C(F)(F)F)cc2Cl)c(=O)n1-c1ccccc1Cl | 0 | . | . | 4 | -3 | 10 | . | . | .
COC(=O)c1ccccc1COn1c(=O)c[n+]([O-])c2ccccc21 | 16 | 6 | -1.1 | -5 | -3 | -1 | 112 | 0.2 | 97
O=C(Cc1ccccc1)N/N=C/c1ccc[nH]1 | . | 6 | -1.2 | 18 | 0 | -2 | 104 | 1.6 | 106
CCCCC(=O)Nc1cccc(-c2ccc3nncn3n2)c1 | 6 | -3 | 0.8 | 22 | -1 | -19 | 97 | -0.5 | 97
N#CC1=C(N)N(c2ccc(Br)cc2)C2=C(C(=O)CCC2)C1c1cccnc1 (configuration not stated) | 29 | . | 0.9 | 22 | 1 | 6 | . | 0.3 | .
O=C(N/N=C/c1cccc(C(F)(F)F)c1)c1ccc(O)cc1 | -23 | -5 | -0.6 | 21 | -1 | 2 | 103 | 0.0 | 98
CC(=O)N(C)c1ccc(NCc2cc(=O)oc3cc(C)c(O)cc23)cc1 | -5 | -1 | 1.2 | . | -9 | 27 | 103 | 1.8 | 100
CCC(=O)c1ccc(OCC(O)Cn2nc(C)cc2C)cc1 (configuration not stated) | 5 | 6 | 0.3 | 44 | -6 | 2 | 103 | 1.1 | 105
O=C(N/N=C/c1ccc([N+](=O)[O-])o1)c1cn(-c2ccccc2)nc1-c1ccc(Cl)cc1 | -12 | 1 | -0.8 | 51 | 0 | 3 | 105 | -0.8 | 96
CCOC(=O)N1CCN(S(=O)(=O)c2ccc(C(=O)N(CCN(C)C)c3nc4c(C)cccc4s3)cc2)CC1 | 12 | 11 | 0.8 | 41 | -1 | -5 | 99 | 0.6 | 114
O=C(O)[C@H]1Cc2ccccc2CN1S(=O)(=O)c1ccc(F)cc1 | 19 | 17 | 1.0 | 20 | 1 | 2 | 109 | 0.6 | 106
COCc1nnc(NC(=O)c2ccc3c(c2)OCO3)s1 | 6 | 0 | -0.5 | 32 | -2 | 0 | 129 | 0.8 | 110
NC(=O)c1c(NC(=O)c2ccccc2)sc2c1CCc1ccccc1-2 | 5 | 3 | 0.0 | -3 | -3 | -13 | 102 | 0.1 | 102
Cc1ccc2c(CN3C(=O)NC(C)(c4ccc5c(c4)OCO5)C3=O)cc(=O)oc2c1 (configuration not stated) | 7 | 4 | 4.4 | 15 | -5 | 1 | 102 | 9.8 | 96
NC(=O)CC(NC(=O)Cc1cccc2ccccc12)c1ccc(NCc2cc(F)ccc2F)c([N+](=O)[O-])c1 (configuration not stated) | . | 4 | -0.5 | 6 | -3 | . | 108 | -0.4 | 107
CSCCC(N=C(NS(=O)(=O)c1ccc(C)cc1)c1ccccc1)C(=O)O (configuration not stated) | -2 | 0 | 0.2 | 24 | -5 | -3 | 99 | -0.9 | 103
CCc1cccc(CC)c1NC(=O)COC(=O)C1(c2ccc(Cl)cc2)CCCC1 | 7 | 11 | 1.5 | 14 | -8 | 42* | 100 | 1.0 | 97
Cc1ccc(/C=N/NC(=O)c2nnn(-c3nonc3N)c2CN(C)C2CCCCC2)cc1 | 9 | -4 | 7.3 | 34 | -6 | -5 | 96 | 3.4 | 96
Cc1ccc(C)c(-n2c(SCC(=O)O)nc3sc4c(c3c2=O)CCCC4)c1 | 13 | -6 | 0.1 | 45 | -6 | 9 | 99 | -0.8 | 95
COC(=O)c1cc(OC)ccc1-c1ccc(OC)cc1 | 11 | -2 | -1.5 | 4 | -10 | -2 | 91 | -1.2 | 96
CCOC(=O)c1cn2c(C)cccc2n1 | 2 | -2 | -1.4 | 16 | -3 | 6 | 100 | -0.3 | 95
COc1ccc2nc(-c3ccc(F)cc3)sc2c1 | . | 4 | -2.1 | . | 4 | . | 106 | -0.2 | 106
c1ccc2c(c1)nnn2Cc1nnc2sc(-c3ccc4c(c3)OCCO4)nn12 | 12 | 2 | -0.1 | 48 | -1 | 3 | 102 | 0.1 | 100
O=c1[nH]c(N2CCN(Cc3ccc4c(c3)OCO4)CC2)nc2c1CCCC2 | 19 | 0 | -1.6 | 25 | -3 | -4 | 93 | 1.6 | 96
N#Cc1cc(Nc2c(N)nc[nH]c2=O)c([N+](=O)[O-])cc1C#N | 0 | 3 | 0.9 | 19 | -6 | -11 | 103 | 0.4 | 101
N#C/C(=C(/O)c1ccc(Br)s1)c1nc2ccccc2[nH]1 | 14 | -1 | 1.1 | 15 | 2 | 7 | 101 | 1.0 | 101
O=S(=O)(NC1=NCCC1)c1ccc(F)cc1F | -8 | -2 | 0.6 | 9 | -7 | -10 | 102 | 1.0 | 99
CCN1C(=NCCc2ccccn2)N[C@@H](c2cccc(F)c2)C(C(=O)OC)=C1C | 24 | 7 | 2.5 | -86 | -8 | 3 | 102 | 0.8 | 105
CN(C)c1ccc(CNc2ncnc3sccc23)cc1 | 10 | 1 | 5.8 | 35 | 0 | 4 | 98 | 6.6 | 98
CCOC(=O)c1ccc(S(=O)(=O)NNC(=O)COc2ccc(C)cc2)cc1 | 33 | -1 | -1.8 | 11 | -1 | 3 | 89 | -0.8 | 97
COc1ccc(CCC(=O)Nc2ccc3c(c2)OCCO3)cc1 | 14 | 0 | -0.5 | 23 | -3 | 3 | 103 | -0.2 | 108
COc1cc(NC(=O)Cn2cnc(S(=O)(=O)N3CCOCC3)c2)cc(OC)c1OC | 21 | -2 | -0.4 | 17 | -6 | -12 | 96 | 0.0 | 97
Cc1cc(C)cc(NC(=O)c2ccc(NC(=O)C3C4CC5OC(=O)C3C5C4)cc2)c1 (configuration not stated) | -4 | 1 | 0.2 | 38 | 3 | -3 | 104 | 0.8 | 98
O=[N+]([O-])c1cccc2ccc(N3CCOCC3)nc12 | 33 | 7 | -0.1 | 3 | -2 | -2 | 103 | 2.5 | 110
CC(C)(C)OC(=O)N1CCCN(C(=O)Nc2cccc(Cl)c2)CC1 | -36 | -1 | 0.3 | 33 | -1 | -12 | 100 | 2.4 | 101
CC(C)(C)c1ccc(S(=O)(=O)N2CCCCC2C(=O)NCc2ccccn2)cc1 (configuration not stated) | 22 | 0 | -0.6 | -2 | 0 | . | 97 | 0.9 | 97
Cc1ccc(-c2nnc3n2N=C(c2ccccc2Br)CS3)cc1 | 9 | 7 | -2.3 | 52 | 0 | -12 | 109 | -1.1 | 107
Cc1c(NC(=O)Nc2ccc(Cl)cc2)c(=O)n(-c2ccccc2)n1C | 34 | -2 | 0.3 | -31 | 1 | 2 | 96 | 0.6 | 97
CCOC(=O)c1c(-c2ccccc2)csc1NC(=O)CCN1CCOCC1 | 42 | -1 | -2.4 | 11 | -6 | -12 | 102 | -1.1 | 100
COc1ccc(-c2nc3ccccn3c2/N=C/c2ccc(OC)c(OC)c2)cc1O | 4 | -1 | -0.3 | -12 | 0 | -11 | 101 | 0.2 | 101
COC(=O)C1(C)CC1(c1ccccc1)c1ccccc1 (configuration not stated) | 27 | 1 | -2.2 | 29 | -8 | 4 | 104 | 0.1 | 104
